OX1R antag-1: blocks the human orexin 1 receptor; CHO/OX1R cells, Fluo-8 calcium fluorescence, orexin A; inhibition, % at 5 µM; 0.43% of 330,000 active; AID 434989;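 active = inhibition above its plate's threshold, mean inhibition of all tested compounds on the plate plus 3 SD, cut at about 37% in these data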;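 also: 0% = orexin A challenge wells and 100% = SB-334867-A antagonist wells; not every result past the cut was called active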
Target sequence (O43613 whole entry, looked up): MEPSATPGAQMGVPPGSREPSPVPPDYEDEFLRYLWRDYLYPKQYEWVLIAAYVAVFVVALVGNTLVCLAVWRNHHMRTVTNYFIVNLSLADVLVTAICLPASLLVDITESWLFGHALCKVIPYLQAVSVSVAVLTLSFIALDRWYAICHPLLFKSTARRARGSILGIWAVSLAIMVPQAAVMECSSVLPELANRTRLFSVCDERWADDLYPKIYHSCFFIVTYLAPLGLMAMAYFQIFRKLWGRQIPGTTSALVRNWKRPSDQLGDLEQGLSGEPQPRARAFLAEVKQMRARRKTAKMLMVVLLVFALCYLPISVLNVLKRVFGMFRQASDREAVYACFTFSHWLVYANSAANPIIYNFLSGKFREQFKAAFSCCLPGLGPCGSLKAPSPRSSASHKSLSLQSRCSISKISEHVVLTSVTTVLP
STK33 kinase inh: human STK33 kinase inhibition; purified STK33, MBP phosphorylation, ADP-Glo luminescence; inhibition, % at 10 µM; 0.073% of 320,000 active; AID 2661;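 active = inhibition at or above 25%, using the most active replicate where run in duplicate; inactive = inhibition below 25%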
Target sequence (Q9BYT3 whole entry, looked up): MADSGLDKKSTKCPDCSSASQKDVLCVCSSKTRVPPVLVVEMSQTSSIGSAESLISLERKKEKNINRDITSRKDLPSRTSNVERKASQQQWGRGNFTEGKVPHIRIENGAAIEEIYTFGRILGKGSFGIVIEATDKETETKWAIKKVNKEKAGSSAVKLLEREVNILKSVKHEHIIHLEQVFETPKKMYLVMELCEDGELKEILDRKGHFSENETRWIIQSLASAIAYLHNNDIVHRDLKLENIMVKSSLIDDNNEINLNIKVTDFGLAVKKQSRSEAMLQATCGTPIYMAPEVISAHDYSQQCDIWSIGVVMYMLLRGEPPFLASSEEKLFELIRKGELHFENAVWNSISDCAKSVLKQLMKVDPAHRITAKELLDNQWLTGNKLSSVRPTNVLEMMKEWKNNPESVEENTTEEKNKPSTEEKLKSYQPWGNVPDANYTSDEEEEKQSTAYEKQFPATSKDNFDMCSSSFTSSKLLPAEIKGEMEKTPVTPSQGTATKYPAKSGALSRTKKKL
OX1R antag-2: antagonists of human orexin 1 receptor (OX1R); O43613; OX1R-expressing cells, FRET antagonist read-out; inhibition, % at 6.6 µM; 1.8% of 330,000 active; AID 485270; in the data active = inhibition mostly above about 38%, no sharp cut-off; inactive = mostly below about 40%;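 also: 0% = agonist challenge alone and 100% = reference antagonist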
Starred values were filed as active, the others as inactive; · = not tested or not shown; & = joins results of further samples.

Values run as follows: OX1R antag-1 | STK33 kinase inh | OX1R antag-2
O=C1CC(NS(=O)(=O)c2ccc([N+](=O)[O-])cc2)CN1c1cccc(F)c1 (configuration not stated)
→ -16 | -1.6 | 31
COc1cc(/C=N/NC(=O)CC(=O)NC2CCCCC2)ccc1O
→ -4 | -0.8 | 6
Cc1ccc(NC(=O)CN2CCCCC2)c2c1CC(C)(C)O2
→ -26 | -1.1 | 0
CCOC(=O)CCNC(=O)c1ccc2nc(C3CCCCC3)oc2c1
→ -9 | -2.0 | 9
Cc1ccc(N/N=C(\C#N)C(=N)N2CCCCCC2)cc1
→ -41 | -0.3 | 18
O=C(O)CCCC(=O)NNC(=O)c1cccc(Br)c1
→ 8 | -0.2 | 26
Cc1cc(OCc2nn[nH]n2)c2c(-c3ccccc3)cc(=O)oc2c1
→ -8 | 0.2 | 14
CC(OC(=O)c1cccc(-n2cnnn2)c1)C(=O)N(C)c1ccccc1 (configuration not stated)
→ -8 | -0.7 | 10
CCOC(=O)Cn1c(=NC(=O)c2cc(-c3cccs3)nc3ccccc23)sc2cc(S(N)(=O)=O)ccc21
→ 14 | -1.0 | 26
O=C(Cn1cnc2c(oc3ccccc32)c1=O)NCc1ccco1
→ 1 | -0.9 | 14
CC(=O)N1CCOc2cc(S(=O)(=O)NC(C)c3ccccc3)c(Cl)cc21 (configuration not stated)
→ -14 | 4.1 | 10
CC(=O)NC(Cc1ccc(F)c(F)c1)C(=O)NC1CCN(C(=O)c2ccc(Cl)cc2)CC1 (configuration not stated)
→ -5 | 5.6 | 19
O=C(/C=C/c1ccccc1)NC(=S)N1CCSCC1
→ -4 | 0.2 | 3
CCCC(=O)Nc1nc2ccc(S(=O)(=O)N3CCCCC3)cc2s1
→ -43 | 1.7 | 6
CCOC(=O)c1[nH]c2ccc(OC)cc2c1NC(=S)N1CCN(c2ccccc2)CC1
→ -16 | -1.5 | 15

Full records from above:
Cc1cc(OCc2nn[nH]n2)c2c(-c3ccccc3)cc(=O)oc2c1 is listed as OX1R antag-1 = -8; STK33 kinase inh = 0.2; OX1R antag-2 = 14
Cc1ccc(NC(=O)CN2CCCCC2)c2c1CC(C)(C)O2 is listed as OX1R antag-1 = -26; STK33 kinase inh = -1.1; OX1R antag-2 = 0
COc1cc(/C=N/NC(=O)CC(=O)NC2CCCCC2)ccc1O is listed as OX1R antag-1 = -4; STK33 kinase inh = -0.8; OX1R antag-2 = 6

More entries:
Values run as follows: OX1R antag-1 | STK33 kinase inh | OX1R antag-2
Cc1cccc(-c2nnc3n2N=C(c2ccccc2Br)CS3)c1
→ -13 | -0.1 | 17
CC1CCCCC12NC(=O)N(CC(=O)c1ccc[nH]1)C2=O (configuration not stated)
→ 2 | -1.7 | 3
Cc1ccccc1Cc1c(C)nc2c(C(=O)N3CCN(Cc4ccc5c(c4)OCO5)CC3)cnn2c1C
→ -6 | -0.3 | 20
COc1ccc(S(=O)(=O)NNC(=S)NCCc2ccccc2)c(OC)c1
→ -13 | -0.8 | -3
Cc1cc(NC(=O)c2ccc(Cl)cc2)c(C)cc1O
→ -5 | -1.1 | 11
CCCS(=O)(=O)N1CCC(C(=O)NCc2ccco2)CC1
→ 0 | -0.1 | 13
CN(C(=O)c1cnccn1)c1c(N)n(Cc2ccccc2)c(=O)[nH]c1=O
→ 5 | -0.1 | 10
CCCCN1C(=O)N(c2nnc(C(C)(C)C)s2)C(O)C1c1ccc(C)cc1 (configuration not stated)
→ -43 | -1.6 | 3
CC(C)n1nnnc1SCC(=O)N1CCN(C(=O)c2ccco2)CC1
→ -3 | -0.2 | 16
N=C1C(c2nc3ccccc3s2)=C(O)CN1CCCO
→ -11 | 1.2 | 9
CC(C)NC(=O)Cn1cc(S(=O)(=O)N2CCCC2)c(S(=O)(=O)N2CCCC2)c1
→ 11 | -1.0 | 10
O=C1/C(=C/c2ccc(O)c(O)c2)Oc2cc(O)ccc21
→ 14 | 46* | 24
Cc1cc(NC(=O)/C(C#N)=C/c2ccc(-c3cccc(C(F)(F)F)c3)o2)n(-c2ccccc2)n1
→ -31 | 0.0 | 18
Cc1nnc(SCCn2c(N3CCN(C)CC3)nc3c2c(=O)n(C)c(=O)n3C)s1
→ -9 | 0.1 | 11
COc1ccc(OC)c(NC(=S)NC(=O)c2ccc(Br)o2)c1
→ -3 | -1.7 | 3
CC(=O)Nc1nnc(Cc2ccccc2)s1
→ -5 | -6.1 | 13
O=C(N/N=C/c1cccnc1)c1sc2ccccc2c1Cl
→ -19 | -1.0 | 30
CCc1ccccc1NC(=S)Nc1cc(OC)c(NC(=O)C(C)C)cc1OC
→ -16 | -1.3 | 43
CC[C@@]12C(=O)N(c3cccc(Br)c3)C(=O)N1[C@H](c1ccc(Br)cc1)[C@@H]1C(=O)N(C(C)(C)C)C(=O)[C@@H]12
→ -40 | -1.0 | 15
OC[C@@H]1CC[C@@H](Cc2ccc(-c3ccccc3)cc2)O1
→ 13 | · | 6
CC(NC(=O)c1cc(-c2cccs2)on1)c1ccccc1 (configuration not stated)
→ -14 | -0.2 | 6
COC(=O)Cn1cnc2scc(-c3ccc(C)cc3)c2c1=O
→ -9 | -1.7 | 14
Cc1cc(-n2cnnn2)cc(C)c1S(=O)(=O)N(C)c1ccccc1
→ -23 | -0.7 | 17
O=C(Nc1ccc2c(c1)CCC2)C1CCCN(c2ncccn2)C1 (configuration not stated)
→ -15 | 0.1 | 14
CCCc1nc2oc3c(=O)[nH]cnc3c2c2c1CCCC2
→ -7 | -0.5 | 17
C=C(c1ccccc1)c1ccc(N(C)C)cc1
→ -17 | 0.4 | -4
O=C(O)C1C2CCC(O2)C1C(=O)Nc1ccc(OC(F)F)cc1 (configuration not stated)
→ 0 | 0.6 | 7
Cc1ccc(Cn2nc(C)c(NC(=O)c3noc4c3CCCCC4)c2C)cc1
→ -23 | -2.8 | 12
O=C(CCNc1n[nH]c(=O)[nH]c1=O)N1CCCCC1
→ -5 | -1.7 | 8
COc1ccccc1C(=O)OCc1c(F)cccc1Cl
→ -15 | 2.8 | 12
O=C(CCS(=O)(=O)c1ccccc1)Nc1ccc2c(c1)OCO2
→ -3 | -0.6 | 17
O=C(CN1CCN(Cc2ccccc2Cl)C1=O)NCc1ccco1
→ -6 | -3.2 | 9
CC1(C)Cc2nc(Cl)c(C#N)cc2CO1
→ 5 | -0.7 | 17
CC1CCC(C(C)C)C(OC(=O)Cn2c(-c3ccc(Br)cc3)[n+](C)c3ccccc32)C1 (configuration not stated)
→ 8&30 | 2.1&0.3 | 17&19
CCC(C)NC(=O)c1ccccc1NC(=O)C(C)N(c1ccccc1)S(C)(=O)=O (configuration not stated)
→ -6 | -0.7 | 10
CC(C)Nc1nc(NC(C)C)nc(Oc2ccc(OCc3ccccc3)nn2)n1
→ -26 | 0.9 | 31
CCN(CC)c1ccc(CN(C(=O)c2ccco2)C2CCS(=O)(=O)C2)cc1 (configuration not stated)
→ -5 | -1.0 | 12
CC1CCCC(NC(=O)c2ccc3snnc3c2)C1C (configuration not stated)
→ -27 | -0.5 | 11
COc1cc2c(cc1OC)C(C(=O)N1CCCCC1)C(c1ccccc1F)N(C)C2=O (configuration not stated)
→ -30 | -1.0 | 8
CC(=O)c1ccc(S(=O)(=O)N2CCN(C(=O)CSc3ccc(C)c(C)c3)CC2)cc1
→ -2 | 1.6 | 17
CCOC(=O)C1CCN(C(=O)COc2cc(C)c(Br)cc2C)CC1
→ 50* | 0.3 | 54
CC(OC(=O)c1ccccc1O)C(=O)Nc1ccc(Cl)cn1 (configuration not stated)
→ -26 | 0.0 | 23
CCC1CCCCN1C(=O)COc1ccccc1NC(C)=O (configuration not stated)
→ -44 | -2.9 | 6
C=CCN1CC(=O)N2C(C)c3[nH]c4ccccc4c3C[C@H]2C1=O (some centres not stated)
→ -31 | -0.5 | 16
Cc1ccc(C2(C)NC(=O)N(CC(=O)N3CC(=O)Nc4ccccc43)C2=O)cc1 (configuration not stated)
→ -11 | -1.4 | 3
O=C(O)c1ccccc1/C=N/N1CCN(C2c3ccccc3-c3ccccc32)CC1
→ -25 | -2.0 | 18
O=C(CCCOc1ccc(Cl)cc1)N1CCCCC1
→ -5 | 0.0 | 28
CC1(C)Cc2nc(N)c(=O)sc2C1
→ -3 | -1.0 | 22
COC(=O)CCN(C(=O)c1cc([N+](=O)[O-])cc([N+](=O)[O-])c1)c1ccccn1
→ -17 | -0.9 | 66*
C/C(CC(=O)N(C(C)C)C(C)C)=N\NC(=O)COc1ccc(Br)cc1Br
→ -10 | -1.5 | 15
CCOC(=O)C1CCN(C(=O)C23CC4CC(CC(C4)C2)C3)CC1
→ -24 | -0.5 | 7
Cc1ccccc1Cn1cc(NC(=O)CCCn2nc([N+](=O)[O-])cc2C)cn1
→ -29 | 0.0 | 12
COc1cccc(CN2CCNC(=O)C2CC(=O)N(C)CCc2ccccn2)c1OC (configuration not stated)
→ -2 | -0.2 | 1
CN(C)S(=O)(=O)c1ccc(NC(=O)CSc2nnnn2C)cc1
→ 7 | -0.9 | 9
COc1cccc(N2[C@@H](CC(=O)O)c3ccc(/C=C/C(=O)O)cc3S2(=O)=O)c1
→ -17 | -0.2 | 14
O=C1CC(NC(=O)C(F)(F)F)c2cc3c(cc21)OCO3 (configuration not stated)
→ -6 | -1.0 | 7
O=[N+]([O-])c1ccc2nc(NS(=O)(=O)c3ccccc3[N+](=O)[O-])sc2c1
→ 0 | 1.1 | 11
CC(=O)Nc1ccc(/C=C/c2ccc3c([N+](=O)[O-])cccc3n2)cc1
→ -11 | 0.3 | 19
O=C(N/N=C/c1ccc(O)cc1O)NC12CC3CC(CC(C3)C1)C2
→ -19 | 0.0 | 5
O=C(c1cnn2c(C(F)(F)F)cc(-c3cccs3)nc12)N1CCOCC1
→ -30 | 0.6 | 15

Reformatted: two of the compounds above
molecule: COc1cccc(CN2CCNC(=O)C2CC(=O)N(C)CCc2ccccn2)c1OC (configuration not stated)
  OX1R antag-1 = -2
  STK33 kinase inh = -0.2
  OX1R antag-2 = 1
molecule: O=C(N/N=C/c1ccc(O)cc1O)NC12CC3CC(CC(C3)C1)C2
  OX1R antag-1 = -19
  STK33 kinase inh = 0.0
  OX1R antag-2 = 5

New compounds follow.
mol,OX1R antag-1,STK33 kinase inh,OX1R antag-2
CCOC(=O)c1c(C)[nH]c(C)c1S(=O)(=O)NCc1cc(C)ccc1C,1,-0.6,36
C[n+]1cccc(O)c1SCc1ccccc1,19,0.8,2
C=CCn1c(SCc2c(C)noc2C)nc2cc(C(=O)O)ccc2c1=O,-7,0.5,20
O=C(CN1C(=O)C2C3C=CC(C3)C2C1=O)OCC(=O)c1ccc(Br)cc1 (configuration not stated),-12,-2.0,10
CN(CC(=O)Nc1ccc(Cl)c(C(F)(F)F)c1)C(=O)c1cccc2cccnc12,-7,0.7,16
Cc1[nH]c2ccc(C(=O)OC(C)C(=O)N(C)c3ccccc3)cc2c1C (configuration not stated),-19,-2.1,25
CN(C)CCOC(=O)CCCCCCCCC(=O)OCCN(C)C,-5,0.0,2
COc1ccc(/C=C/C(=O)N2CC(C)OC(C)C2)cc1OC (configuration not stated),-9,-3.6,-4
O=C(NCc1cccc(Cl)c1)c1ccc2c(c1)OCCO2,-6,-0.9,-2
CCOc1ccc(NC(=O)C2CCCN(C)C2)cc1 (configuration not stated),-6,-0.1,14
Cc1cc(-c2ccc(C)c(S(=O)(=O)Nc3cc(C)on3)c2)on1,2,-1.7,10
O=C(c1ccc(Cn2cc([N+](=O)[O-])cn2)o1)N1N=C(C(F)F)CC1(O)C(F)F (configuration not stated),-17,-3.2,14
CCNc1nc(NCC)n2c(SCC(=O)Nc3ccc(C(F)(F)F)cc3[N+](=O)[O-])nnc2n1,-44,0.0,14
Cc1ccc(NC(=O)c2cccc(Oc3ccc([N+](=O)[O-])cc3)c2)c(C(=O)O)c1,2,0.4,66
O=[N+]([O-])c1ccc(Oc2cc(NC3CCCCCCC3)c([N+](=O)[O-])cc2[N+](=O)[O-])cc1,-8,-0.2,17
COc1ccc(N(Cc2cc3cccc(C)c3[nH]c2=O)S(=O)(=O)c2ccc(Cl)cc2)cc1,-32,-1.2,6
O=C(Cc1cccs1)Nc1ccccc1C(=O)O,-4,0.7,19
O=S1(=O)CCOC[C@H](Cc2ccccc2)N1Cc1ccc(Cl)cc1,4,0.2,49
C=CCn1c(C)cc(C)c(C#N)c1=O,-9,-1.1,1
CCOc1cc(C(C(=O)NCC2CCCO2)N(C(=O)Cn2nnc3ccccc32)c2ccccc2C)ccc1O (configuration not stated),-28,-0.1,-1
CCc1nnc(N2C(=N)SCC2=O)s1,-13,-0.7,12
CCCc1nc2ccccc2c(=O)n1NC(=O)c1c(O)c2cccc3c2n(c1=O)CCC3,-9,0.8,9
O=C(CN1C(=O)S/C(=C/c2cccnc2)C1=O)N1CCOCC1,-10,0.6,112*
COc1ccc(N2CCN(C(=O)C(=O)c3c(C)n(C)c4ccccc34)CC2)cc1,-26,4.3,-14
COc1ncccc1-c1nnn(-c2ccc(F)cc2)n1,-18,-0.2,24
CN(C)C(=O)c1ccc(N/C=C(\C=O)c2nc3ccccc3o2)cc1,-30,-0.5,19
COc1ccc(/C=C2\SC(=S)N(N3CCOCC3)C2=O)c(OC)c1,-3,-0.7,3
Cn1c(N2CCN(C(=O)Nc3ccc(F)cc3)CC2)nc2ccccc21,-15,-0.3,3
